AP ELISA ortho = alternative complement pathway inhibitors, primary screen, biochemical, ELISA, human serum, orthogonally pooled compounds | LPS-coated ELISA, C3 deposition; tested in compound mixtures | inhibition, % at 5 µM | 62,000 compounds, 0.08% hits;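 active = inhibition above 30% in each of the two pooled mixtures holding the compound, so the lower value exceeds 30%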;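 also: 0% = serum in Mg-EGTA without compound and 100% = EDTA serum blank; some compounds past the cut are filed as inactive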
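Assay system: human serum alternative complement pathway, C3 deposition on LPS-coated wells; Dosing: 5 µM per compound in ten-compound mixtures; Detection: Anti-C3 ELISA, OD 450 nm; Buffer or medium: Mg2+-EGTA GVB++ buffer containing human serum at 1:15 dilution; Timing: 1 h at 37 °C; Replication: two different pools per compound.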
JNK3 blocker = JNK3 kinase activity inhibitors, primary screen, biochemical, human, purified enzyme. Mitogen-activated protein kinase 10 (Homo sapiens), P53779. HTS. inhibition, % at 8 µM. 60,000 compounds, 0.61% hits. AID 746, 2007; in the data active = inhibition above about 17%;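 also: 0% = DMSO and 100% = reference inhibitor; many of its hits are not listed in these tables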
Hsp90 block = tumor Hsp90 inhibitors, primary screen, cell lysate, fluorescence polarization, NCI-N417 lysate; Heat shock protein HSP 90-alpha (Homo sapiens), P07900; Cy3B-geldanamycin FP displacement; AID 429, 2006; 64,000 compounds, 0.35% hits; inhibition, % at 30 µM;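 active = inhibition above 50%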;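 also: 0% = tracer plus lysate wells and 100% = tracer alone without lysate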
MKP-1 inh = MKP-1 phosphatase inhibitors, primary screen, biochemical, in vitro; 65,000 compounds, 0.15% hits; inhibition, %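 (compounds tested at a single concentration somewhere between 10 and 100 µM)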; Dual specificity protein phosphatase 1 (Homo sapiens), P28562; AID 374, 2006; recombinant MKP-1, OMFP hydrolysis fluorescence;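 active = inhibition above about 50%, limit read from the data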;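 also: 0% = DMSO max control wells and 100% = wells with enzyme stopped by NaOH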
Target sequence (P28562 whole entry, looked up): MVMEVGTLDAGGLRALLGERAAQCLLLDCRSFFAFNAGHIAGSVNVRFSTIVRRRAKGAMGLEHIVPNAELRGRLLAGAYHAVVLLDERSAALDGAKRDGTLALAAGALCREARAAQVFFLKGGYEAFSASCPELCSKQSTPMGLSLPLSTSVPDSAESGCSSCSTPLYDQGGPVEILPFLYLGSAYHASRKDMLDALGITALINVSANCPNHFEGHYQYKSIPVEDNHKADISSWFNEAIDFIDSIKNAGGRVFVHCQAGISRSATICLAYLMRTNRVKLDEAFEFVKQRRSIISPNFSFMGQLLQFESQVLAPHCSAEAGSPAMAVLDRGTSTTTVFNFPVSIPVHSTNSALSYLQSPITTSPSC
FXIIa mix inh = human factor XIIa inhibitors, primary screen, biochemical, pooled compound mixtures, fluorogenic substrate; Coagulation factor XII (Homo sapiens), P00748; purified FXIIa; inhibition, % at 5 µM; 62,000 compounds, 0.2% hits; AID 684, 2007;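 also: 0% = enzyme without compound and 100% = no enzyme blank; some results filed as inactive read as strong as hits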
Abs 340nm = compound light absorbance at 340 nm, profiling panel, artefact control, biochemical, MLSMR library, data from PS, PMK, MK assays | AID 708, 2007 | fold change at 10 µM | 65,000 tested, under 10 active | compound absorbance at 340 nm, fold over control;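 active = at 10 µM dose, initial 340 nm absorbance at least 2 fold that of control wells; inactive = change under 2 fold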;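 also: initial absorbance extrapolated from kinetic A340 decline of NADH oxidation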
MMP13 inh = human MMP13 inhibitors, primary screen, biochemical, FRET peptide cleavage. 65,000 compounds, 0.07% hits. inhibition, % at 4 µM. Collagenase 3 (Homo sapiens), P45452. MMP-13 fTHP FRET cleavage, Mca fluorescence;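 active = inhibition above the mean of compound-free control plate wells plus 3 SD, cut at about 14% in these data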;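 also: 0% = DMSO wells and 100% = wells with reference MMP-13 inhibitor after basal subtraction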
FXIa mix inh = FXIa protease inhibitors in compound pools, primary screen, biochemical, 10-compound mixtures; Coagulation factor XI (Homo sapiens), P03951; inhibition, % at 5 µM; purified FXIa, fluorogenic substrate, pooled mixtures; 62,000 compounds, 0.19% hits; AID 680, 2007;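 also: each value is inhibition by a whole ten-compound pool holding the compound; 0% = enzyme with no mixture and 100% = wells lacking enzyme; strong numbers were not always called active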
Target sequence (P03951 19-387 limits assumed): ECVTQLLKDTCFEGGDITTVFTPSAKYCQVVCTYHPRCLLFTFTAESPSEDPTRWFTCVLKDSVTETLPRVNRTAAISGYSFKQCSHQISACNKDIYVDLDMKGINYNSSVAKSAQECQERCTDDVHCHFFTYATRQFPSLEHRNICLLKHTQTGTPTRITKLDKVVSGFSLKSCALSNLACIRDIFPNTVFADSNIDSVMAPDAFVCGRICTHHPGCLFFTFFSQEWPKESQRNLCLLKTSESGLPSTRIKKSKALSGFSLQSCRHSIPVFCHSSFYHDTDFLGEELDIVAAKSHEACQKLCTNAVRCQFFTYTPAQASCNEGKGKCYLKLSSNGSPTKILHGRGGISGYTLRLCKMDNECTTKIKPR
Target sequence (P03951 388-625 limits assumed): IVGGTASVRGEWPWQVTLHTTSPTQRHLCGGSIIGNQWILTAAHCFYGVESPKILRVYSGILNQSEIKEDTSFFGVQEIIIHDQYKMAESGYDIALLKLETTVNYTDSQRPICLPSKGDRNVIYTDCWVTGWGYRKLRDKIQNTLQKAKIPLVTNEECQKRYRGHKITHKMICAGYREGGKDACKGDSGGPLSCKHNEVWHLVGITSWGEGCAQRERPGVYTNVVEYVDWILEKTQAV
Cdc25B inh = inhibitors of Cdc25B phosphatase catalytic domain, primary screen, biochemical, OMFP fluorescence | M-phase inducer phosphatase 2 (Homo sapiens), P30305 | recombinant Cdc25B, OMFP fluorescence Ex485/Em525 | inhibition, %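 (compounds tested at 10 µM final in the well)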 | 65,000 compounds, 0.1% hits; in the data active = inhibition above about 50%
* marks the source's active call; other numbers are inactive results; / = no result given; [ ] = remark or other dose. Rule as the data show it, unless noted: active = inhibition above about 20% (passing the limit was not always enough); inactive = the rest.

The first nine entries (preview)
Each structure is followed by: AP ELISA ortho | JNK3 blocker | Hsp90 block | MKP-1 inh | FXIIa mix inh | Abs 340nm | MMP13 inh | FXIa mix inh | Cdc25B inh
(1) Cc1ccc(Cn2nnc3c(=O)n(CC(=O)N4CCCc5ccccc54)cnc32)cc1
→ / | 4 | -2 | 8 | / | 0.95 | 0 | / | 6
(2) CC(C)(O)c1cn(-c2nonc2N)nn1
→ 19 | -6 | -3 | 2 | 8 | 1 | -1 | 10 | 2
(3) COC(=O)c1c(NS(=O)(=O)c2cccs2)sc2c1CCCC2
→ 11 | 2 | 3 | 5 | 8 | 1.1 | -1 | 3 | -3
(4) CCCCN1c2ccccc2N(CCCO)c2cc(C)nnc21
→ -2 | 1 | -1 | -9 | 2 | 1.1 | 5 | 7 | 10
(5) CC(C)C(=O)N1CCN(c2ccccc2N)CC1
→ 2 | -7 | -1 | -1 | 2 | 1 | 0 | 6 | -1
(6) COc1ccc(NC(=O)NC2(C(=O)N3CCCCCC3)CCCCC2)cc1
→ -5 | 1 | -1 | 15 | 9 | 1.1 | 5 | 6 | -3
(7) O=C(NC1CCN(C(=O)N2CCOCC2)CC1)c1ccccc1
→ / | -2 | 3 | 5 | / | 0.98 | 7 | / | -15
(8) COc1ccccc1N1CCSC1C(N)=O (stereo not given)
→ 12 | 2 | -3 | 0 | 3 | 1 | 0 | 7 | -2
(9) CCOC(=O)C1CCN(C(c2cc3ccc(C)c(C)c3[nH]c2=O)c2nnnn2C2CCCCC2)CC1 (stereo not given)
→ 1 | -2 | -5 | 39 | -6 | 1.1 | -6 | -4 | 8

All compounds of this part, from the first entry:
Each structure is followed by: AP ELISA ortho | JNK3 blocker | Hsp90 block | MKP-1 inh | FXIIa mix inh | Abs 340nm | MMP13 inh | FXIa mix inh | Cdc25B inh
(1) Cc1ccc(Cn2nnc3c(=O)n(CC(=O)N4CCCc5ccccc54)cnc32)cc1
→ / | 4 | -2 | 8 | / | 0.95 | 0 | / | 6
(2) CC(C)(O)c1cn(-c2nonc2N)nn1
→ 19 | -6 | -3 | 2 | 8 | 1 | -1 | 10 | 2
(3) COC(=O)c1c(NS(=O)(=O)c2cccs2)sc2c1CCCC2
→ 11 | 2 | 3 | 5 | 8 | 1.1 | -1 | 3 | -3
(4) CCCCN1c2ccccc2N(CCCO)c2cc(C)nnc21
→ -2 | 1 | -1 | -9 | 2 | 1.1 | 5 | 7 | 10
(5) CC(C)C(=O)N1CCN(c2ccccc2N)CC1
→ 2 | -7 | -1 | -1 | 2 | 1 | 0 | 6 | -1
(6) COc1ccc(NC(=O)NC2(C(=O)N3CCCCCC3)CCCCC2)cc1
→ -5 | 1 | -1 | 15 | 9 | 1.1 | 5 | 6 | -3
(7) O=C(NC1CCN(C(=O)N2CCOCC2)CC1)c1ccccc1
→ / | -2 | 3 | 5 | / | 0.98 | 7 | / | -15
(8) COc1ccccc1N1CCSC1C(N)=O (stereo not given)
→ 12 | 2 | -3 | 0 | 3 | 1 | 0 | 7 | -2
(9) CCOC(=O)C1CCN(C(c2cc3ccc(C)c(C)c3[nH]c2=O)c2nnnn2C2CCCCC2)CC1 (stereo not given)
→ 1 | -2 | -5 | 39 | -6 | 1.1 | -6 | -4 | 8
(10) COCCSc1nnc(NC(=O)CSc2ccccc2)s1
→ 26 | 1 | -1 | 13 | 6 | 1 | 4 | 1 | -3
(11) CC(=O)N/C(=N/c1nc(C)cc(C)n1)Nc1ccc(NC(C)=O)cc1
→ / | 4 | -2 | -20 | / | 1 | -3 | / | 10
(12) CCOc1ccc(OCC)c(S(=O)(=O)N2CCCCC2)c1
→ -2 | 5 | -3 | 23 | 3 | 1 | 1 | 5 | 4
(13) CC1CN(Cc2nc3c(c(=O)n(C)c(=O)n3C)n2CC(O)CO)CC(C)O1 (stereo not given)
→ -18 | -1 | -1 | -37 | 6 | 0.98 | -3 | 2 | -1
(14) Cn1nnnc1SCc1nnc(-c2ccc(Cl)cc2)o1
→ 12 | 4 | -1 | 26 | -3 | 1 | -1 | 5 | 6
(15) O=C1CCCCCN1CSc1nc2ccccc2s1
→ 6 | 0 | 0 | -1 | 8 | 1 | 3 | 14 | 9
(16) CCOC(=O)C1CCCN(S(=O)(=O)c2cc(OCC(N)=O)c(C)cc2Cl)C1 (stereo not given)
→ 13 | -2 | -1 | 8 | 7 | 1.1 | 0 | -7 | -11
(17) Cc1cccc(-n2c(SCC(=O)NCc3ccco3)nc3ccccc3c2=O)c1
→ 19 | -5 | -2 | 25 | -36 | 1 | 0 | -1 | 0
(18) O=c1c2c3c(sc2n2cnnc2n1C1CCCCC1)CCC3
→ / | 7 | -6 | -18 | / | 1 | 20* | / | 12
(19) O=C(NC1CCCC1)C(c1ccc(N2CCOCC2)cc1)N(Cc1ccccc1)C(=O)c1ccco1 (stereo not given)
→ 0 | 2 | -7 | 10 | 1 | 0.97 | 2 | 1 | -10
(20) CCN(CC(=O)Nc1ccc(OC)c(OC)c1)S(=O)(=O)c1ccc(C)cc1
→ 7 | -2 | 2 | 1 | -3 | 1 | 1 | 6 | -6
(21) CCOC(=O)Cc1csc(-n2sc3ccccc3c2=O)n1
→ 0 | 1 | -7 | 34 | 31* | 1 | 3 | -1 | 39
(22) CCOC(=O)C1CCCN(S(=O)(=O)c2ccc(C)cc2)C1 (stereo not given)
→ 18 | -3 | -2 | -5 | 18 | 1 | -6 | 0 | -9
(23) Cn1c(=O)oc2cc(S(=O)(=O)Nc3ccc(Cl)cc3F)ccc21
→ 17 | -3 | -1 | 7 | 9 | 1.1 | -9 | 4 | -11
(24) O=C1c2ccccc2C(=O)N1CCc1nc2ccccc2c(=O)n1Cc1ccco1
→ -4 | -2 | -2 | -4 | 2 | 1 | 2 | -24 | -2
(25) CCOc1ccccc1NC(=O)c1cc(S(=O)(=O)N2CCC3(CC2)OCCO3)ccc1F
→ 7 | / | -1 | 29 | 5 | 1 | 1 | 10 | 6
(26) Cn1c(C(=O)N2CCN(C(=O)c3ccco3)CC2)cc2c(=O)n(C)c3ccccc3c21
→ 8 | 7 | -1 | -8 | 5 | 1.1 | -4 | 0 | -6
(27) COC(=O)Cn1c(CN(Cc2ccccc2)Cc2ccccc2)nc2c1c(=O)[nH]c(=O)n2C
→ 26 | 2 | -2 | 25 | 6 | 0.99 | 0 | -25 | 4
(28) Cc1ccc(-n2nnnc2SCC(=O)Nc2cccc(NC(=O)c3ccco3)c2)cc1C
→ -5 | 4 | -5 | 15 | 5 | 1 | 3 | 4 | -4
(29) COc1ccc(-n2c(C)cc(=O)c3c2CC(C)(C)CC3=O)cc1
→ -1 | -6 | -2 | 6 | 3 | 1 | 0 | 3 | 24
(30) FC(F)(F)c1nnc2sc(-c3cccs3)nn12
→ 8 | -7 | 1 | -6 | 11 | 1 | -14 | 10 | 3
(31) CCn1nc(NC(=O)c2ccncc2)c2cc3cc(C)ccc3nc21
→ -1 | -11 | -4 | -1 | 10 | 1 | -1 | -3 | 0
(32) O=C(CCCCn1c(=O)c2ccccc2n(CC(=O)Nc2ccccc2)c1=O)NCc1ccco1
→ -5 | -2 | 1 | 10 | -2 | 0.97 | -2 | 1 | -7
(33) O=C(CN1C(=O)NC2(CCCCCCC2)C1=O)NC(=O)NCc1ccco1
→ 3 | -2 | 0 | 25 | 3 | 1 | 1 | 6 | 1
(34) O=C(c1ccncc1)c1ccc(N2CCN(C3CC(=O)N(Cc4ccccc4)C3=O)CC2)cc1 (stereo not given)
→ -10 | -1 | -3 | 25 | -14 | 1.3 | 8 | 5 | -2
(35) O=C(c1n[nH]c2ccccc12)N1CCN(S(=O)(=O)c2ccc3ccccc3c2)CC1
→ 4 | -5 | 0 | 32 | 5 | 1 | 0 | 4 | -7
(36) COCCCn1c(C(C)C)nc2oc3cc(OC)ccc3c(=O)c2c1=O
→ 7 | -1 | -4 | -1 | -12 | 1.1 | 0 | 6 | 1
(37) O=c1[nH]c2cc3c(cc2cc1C(c1nnnn1CC1CCCO1)N1CCCC1)OCO3 (stereo not given)
→ 8 | -9 | -5 | -6 | 8 | 1.1 | -64[fluorescence artefact?] | -18 | -5
(38) NC(=O)Nc1ccc(Oc2c(F)c(F)c(F)c(F)c2F)cc1
→ -7 | 8 | 1 | 23 | 5 | 1 | 3 | -5 | 5
(39) Cn1nc(-c2ccc(Cl)cc2)c2cc(C(=O)NCC3CCCO3)sc21 (stereo not given)
→ 15 | 2 | -2 | 32 | -17 | 1.1 | -71[fluorescence artefact?] | 10 | -6
(40) Cc1sc(-n2c(C)cc(/C=N/n3cnnc3)c2C)c(C#N)c1C
→ / | 1 | -8 | -6 | / | 1.1 | 0 | / | 6
(41) O=C(CSc1nc2sc3c(c2c(=O)[nH]1)CCCC3)NCCO
→ 11 | -1 | -1 | -11 | -2 | 1.1 | 1 | 5 | 0
(42) CCOC(=O)COc1ccc(C(=O)c2ccccc2)c(O)c1
→ 3 | 0 | -2 | 8 | 3 | 1 | 4 | -1 | -7
(43) CCc1ccccc1NC1=NCC(=O)N1Cc1ccc2c(c1)OCO2
→ 4 | 3 | -2 | 1 | -17 | 0.98 | 4 | 10 | -10
(44) CC1(C(=O)NC2CCCCCCC2)CCC(=O)N1Cc1ccco1 (stereo not given)
→ -8 | 1 | -1 | 1 | 1 | 1 | 1 | 6 | 1
(45) CCn1cc(C(=O)NCc2ccco2)c(=O)c2cc(S(=O)(=O)N3CC(C)CC(C)C3)ccc21 (stereo not given)
→ 16 | 9 | 0 | 36 | 9 | 1 | -1 | 12 | -5
(46) CCc1cccc(Nc2cc(C)nc3ncnn23)c1
→ 5 | 3 | -2 | -12 | 3 | 1.1 | 0 | 0 | -10
(47) O=C(O)CCC(=O)Nc1ccc(S(=O)(=O)Nc2nccs2)cc1
→ 6 | -2 | -3 | -12 | 0 | 0.96 | 4 | 4 | -15
(48) CC(=O)Oc1cc2c(C(=O)NCCCN3CCOCC3)c(C)oc2c2ccccc12
→ 17 | -3 | 94* | 33 | 5 | 1 | -1 | 11 | 32
(49) NC(=O)CN(c1ccccc1)C1SC(=O)N(Cc2ccccc2)C1=O (stereo not given)
→ 4 | 1 | -4 | 6 | 1 | 1 | -1 | 11 | -2
(50) Cc1csc(=N)n1CC(=O)N1CCc2ccccc21
→ -4 | 2 | -6 | -12 | 6 | 1 | -1 | -2 | 2
(51) Cc1ccc(NC(=O)C(C)N2C(=O)c3ccccc3C2=O)cc1 (stereo not given)
→ 9 | -3 | -3 | 29 | -21 | 1 | -2 | -16 | 4
(52) CSc1nnc2n(CCc3ccccc3)c(=O)c3c4c(sc3n12)CCCC4
→ 20 | 0 | -2 | -3 | -14 | 0.98 | -1 | 6 | -6
(53) Cc1c(C(C)NC(=O)Nc2ccc(F)cc2F)cnn1C (stereo not given)
→ 0 | -1 | 0 | -1 | 7 | 1.1 | 3 | 3 | -5

Screening data from PubChem BioAssay.
